# Bioassay records (PubChem)
# aGal spleen mod: inhibitors or activators of human alpha-galactosidase in spleen homogenate; actives 0.008% (n = 240,000); human spleen homogenate, 4MU-alpha-Gal fluorescence, 40 min; P06280; Potency, µM (top dose mostly 80 µM), inactives show at the top dose activity change, negative = inhibition, usual class: inhibitors;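 also: potency is read from the fitted curve at half-maximal effect; 0% = enzyme with vehicle and -100% = no enzyme basal signal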
# Target sequence (P06280 32-429 limits assumed): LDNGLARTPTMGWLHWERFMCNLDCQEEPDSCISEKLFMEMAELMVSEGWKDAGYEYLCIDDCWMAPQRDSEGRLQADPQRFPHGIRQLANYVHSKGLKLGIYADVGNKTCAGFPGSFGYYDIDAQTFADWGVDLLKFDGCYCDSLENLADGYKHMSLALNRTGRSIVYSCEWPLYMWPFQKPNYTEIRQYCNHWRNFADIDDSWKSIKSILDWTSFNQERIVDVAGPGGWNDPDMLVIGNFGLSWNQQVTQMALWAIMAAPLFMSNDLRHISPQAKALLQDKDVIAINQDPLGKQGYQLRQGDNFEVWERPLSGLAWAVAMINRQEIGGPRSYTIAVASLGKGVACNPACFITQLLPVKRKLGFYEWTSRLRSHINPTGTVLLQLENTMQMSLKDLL
#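 Human spleen homogenate (1 ug) as enzyme source, 4-methylumbelliferyl-alpha-D-galactopyranoside 1 mM final, citrate/phosphate pH 5.0 with 0.01% Tween-20. Compounds 40 min at 37C, NaOH/glycine stop; fluorescence Ex 365/Em 440, Hill-fit AC50.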
# TR SRC2 fluor cs: alters Texas Red total fluorescence, flagging assay interference | actives 0.29% (n = 280,000) | AID 1479 | TRb/SRC2 Texas Red total fluorescence interference | Potency, µM (highest dose often 106 µM), without a hit: top-dose fluorescence change, negative = quenching; active = well fitted curve in either direction with a large enough effect; inconclusive = small, poorly fitted or top-dose-only effect; also: potency is read from the fitted curve at half-maximal effect; % is scaled to controls: 0 for no effect and ±100 for the full control effect
#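 Human TRb ligand-binding domain at 0.6 uM with 20 nM Texas Red SRC2 peptide in Tris buffer containing 1 uM T3 and 5% DMSO, incubated with compound 5 h at ambient temperature. Total fluorescence (555/632 nm) calculated as parallel + 2 × perpendicular.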
# Tau fluor cs: counter-screen for tau fibril formation inhibitors. AID 1463. tau K18 P301L Alexa594 fluorescence, heparin fibrillization. Potency, µM (top dose mostly 57.7 µM), without a hit: top-dose activity change, negative = decrease. actives 0.93% (n = 280,000); also: potency is read from the fitted curve at half-maximal effect; % is scaled to controls: 0 for no effect and ±100 for the full control effect; nearly all actives have a fitted effect of over 55% in size
#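 Human tau K18 P301L (15 uM unlabeled, 0.24 uM Alexa 594-labeled) in 100 mM sodium acetate pH 7 with 20 uM heparin, 6 hr at 37 C. ThT 30 uM added, 1 hr ambient; Alexa 594 FP and total fluorescence read at 555/632 nm.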
# Tau fibril FP: tau fibrillization inhibition (FP); P10636; K18 P301L tau heparin fibrillization, Alexa594 FP, 6 h; Potency, µM (highest dose often 57.7 µM), without a hit: top-dose activity, negative = inhibition, usual class: inhibitors; actives 0.39% (n = 280,000); also: potency is read from the fitted curve at half-maximal effect; % is scaled to controls: 0 for no effect and ±100 for the full control effect; nearly all actives have a fitted effect of over 55% in size
# Target sequence (P10636 561-689 P618L limits assumed): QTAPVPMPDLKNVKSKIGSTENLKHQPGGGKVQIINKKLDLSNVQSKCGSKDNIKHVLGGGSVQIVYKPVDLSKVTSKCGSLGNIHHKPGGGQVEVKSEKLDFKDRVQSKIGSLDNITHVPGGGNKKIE
#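 Heparin (20 uM) drove fibril formation of recombinant tau K18 P301L, 15 uM unlabeled with 0.24 uM Alexa 594 label, for 6 hr at 37 C in 100 mM sodium acetate pH 7. Fluorescence polarization (555/632 nm) read 1 hr after 30 uM ThT.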
# TRb SRC2 PPI: TRbeta-SRC2 interaction inhibition; P10828; TRbeta-SRC2 peptide binding, fluorescence polarization; receptor liganded with 1 µM T3; Potency, µM (titrated, usually from 106 µM), without a hit: at the top dose activity change, negative = inhibition, usual class: inhibitors; actives 0.065% (n = 280,000);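 also: potency is read from the fitted curve at half-maximal effect; plate controls were bound peptide for no effect and peptide without receptor for full effect; nearly all actives have a fitted effect of over 50% in size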
# Target sequence (P10828 whole entry, looked up): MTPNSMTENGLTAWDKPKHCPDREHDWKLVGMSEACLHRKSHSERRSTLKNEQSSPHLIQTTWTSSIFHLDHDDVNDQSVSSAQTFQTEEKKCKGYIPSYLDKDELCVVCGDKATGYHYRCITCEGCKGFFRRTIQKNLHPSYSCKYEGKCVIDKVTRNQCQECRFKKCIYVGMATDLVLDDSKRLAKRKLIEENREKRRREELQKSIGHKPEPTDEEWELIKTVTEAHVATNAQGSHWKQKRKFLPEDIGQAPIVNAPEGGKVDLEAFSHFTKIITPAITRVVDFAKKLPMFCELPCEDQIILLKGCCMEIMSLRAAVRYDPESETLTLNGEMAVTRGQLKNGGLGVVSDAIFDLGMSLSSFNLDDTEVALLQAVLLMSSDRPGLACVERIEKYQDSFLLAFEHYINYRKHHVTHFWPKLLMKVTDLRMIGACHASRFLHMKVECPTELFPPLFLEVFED
#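 Decrease in fluorescence polarization of 20 nM Texas Red SRC2 coactivator peptide flagged inhibition of its binding to 0.6 uM TRb LBD; 1 uM T3 included, incubation 5 hr, ex 555/em 632 nm.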
# NPSR antag: blocks cAMP signaling of the human neuropeptide S receptor | Q6W5P4 | CHO-NPSR cells, cAMP TR-FRET, antagonist mode | Potency, µM (top dose mostly 38.3 µM), without a hit: top-dose activity change, negative = inhibition, hits mostly inhibitors | actives 1% (n = 220,000) | AID 1461; also: potency is read from the fitted curve at half-maximal effect; % is scaled to controls: 0 for no effect and ±100 for the full control effect; nearly all actives have a fitted effect of over 50% in size; many of its hits are not listed in these tables
# Epigenetic reg: derepresses silenced GFP reporter in murine cells; actives 0.2% (n = 280,000); murine LDR cells, GFP reporter derepression, 30 h; AID 1865; Potency, µM (series often up to 53.9 µM), for the others: at the highest dose GFP activation, most hits filed as activators; also: potency is read from the fitted curve at half-maximal effect; % of control where 0% means no effect; nearly all actives have a fitted effect of over 60% in size
#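 Murine LDR cells bearing a silenced CMV-driven GFP reporter were exposed to compound for 30 h at 37 C. After PBS washes, GFP-positive cells (20-120 um objects) counted by laser-scanning microplate cytometry.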
# CBFb RUNX1 block: blocks binding between human CBF-beta and RUNX1; Q01196+Q13951; AlphaScreen CBFb-His/RUNX1-biotin binding, biochemical; Potency, µM (highest dose often 59.8 µM), for inactives: at the top dose activity, negative = inhibition, usual class: inhibitors; 230,000 tested, under 10 active; also: % of control where 0% means no effect
#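 AlphaScreen binding: CBFb-His and RUNX1-biotin (30 nM each) preincubated 20 min, compound added for 15 min, then nickel and streptavidin beads for 90 min, all at room temperature. Disruption of the interaction by any mechanism counts as activity.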
# Starred values were filed as active, the others as inactive; ? = inconclusive; / = no result given; & = joins results of further samples; [ ] = dose if it differs, or a comment. Unless noted, calls follow the shape of the dose curve; as a rule, active = well fitted curve in the direction sought with a large enough effect; inconclusive = small, poorly fitted or top-dose-only effect, or another doubt; inactive = no such curve, though single readings can be large; an effect the other way counts as inactive or inconclusive. An excerpt; rates above refer to the full screens.
# Every second line gives: aGal spleen mod	TR SRC2 fluor cs	Tau fluor cs	Tau fibril FP	TRb SRC2 PPI	NPSR antag	Epigenetic reg	CBFb RUNX1 block
- Cc1ccc[n+](/C(=C\C(=C=[N-])C#N)C(=O)c2ccc(Cl)cc2)c1
  0%	4%	10%[2.34 µM]	-4%	-2%	-2%	1.1%	1%
- Cc1ccccc1-n1c(=O)/c(=C\c2ccco2)s/c1=C(/C#N)C(=O)Nc1ccccc1
  -7%	-10%	-29%	?	?	?	0.0%	?
- Cn1c(-c2ccc(C=O)s2)nc2c3ccccc3c3ccccc3c21
  -2%	-7%	-19%	-6%	-2%	14%[46.1 µM]	-1.0%	3%
- O=C(NCc1cccs1)c1ccc(N2CCCCC2)nc1
  -4%	0%	6%	1%	-22%	-20%[46.1 µM]	-1.6%	7%
- Cc1ccc2occ(CN3CCN(Cc4ccccc4)CC3)c(=O)c2c1
  0%	0%[53 µM]	2%	1%	-25%[53 µM]	5%[46.1 µM]	-0.9%	-3%
- O=C(Cn1c2[n+](c3ccc(C(F)(F)F)cc31)CCCCC2)Nc1ccccc1
  6%	-4%	-2%	8%	-12%	12%	-1.1%	-9%
- O=C(O)c1ccc(S(=O)(=O)N[C@H](Cc2ccc(O)cc2)C(=O)O)cc1
  3%	-3%	/	/	-6%	/	/	-22%
- C(=N\n1c2ccccc2c2ccccc21)/c1ccccc1
  3%	15%	-19%	?	10%	12%[46.1 µM]	0.0%	-3%
- Cc1nc(C(F)(F)F)c(C(=O)N=CN(C)C)s1
  -3%	0%	0%	-3%	-4%	18%	1.3%	3%
- CSc1ncccc1C(=O)OCC(=O)Nc1ccc(S(=O)(=O)N2CCCC2)cc1
  -5%	-4%	?	?	4%	6%	-1.0%	-3%
- O=c1cc(-c2ccccc2)[nH]n1-c1ccc([N+](=O)[O-])cc1
  6%	-18%	?	5%	0%	-9%[46.1 µM]	-1.1%	-8%
- O=C(Cc1ccccc1F)NCC(c1ccco1)N1CCCCC1 (stereo unspecified)
  -11%	1%	1%	7%	3%	7%	-0.3%	-2%
- CC(=O)Nc1ccc(Nc2cc(C)nc3c(-c4ccccc4)cnn23)cc1
  10%	7%	16µM*[quencher]	14%	1%	-25%	-0.1%	15%
- Cc1ccc(/C=C2\SC(=S)N(c3c(C)n(C)n(-c4ccccc4)c3=O)C2=O)cc1
  2%	1%	-2%	11%	-7%	-17%[46.1 µM]	-1.1%	1%
- COCCNc1nc(SCc2ccccc2)nc2sc3c(c12)CCC3
  -8%	2%	?	2%	5%	?	-1.4%	12%
- CCN(CC)S(=O)(=O)c1ccc(C(=O)NC(C)(C)C)cc1
  -6%	0%	11%	-3%	-2%	3%	4.1%	3%
- Cc1ccc(NC(=O)CSc2nnc(Cn3cnc4ccccc43)o2)c(C)c1
  9%	1%	0%	1%	-20%	-6%[46.1 µM]	0.0%	-13%
- Cc1ccc(C)c(NC(=O)CN(C)S(=O)(=O)c2cccc3cccnc23)c1
  7%	-2%&-3%	?	9%&-6%	-4%&-1%	-2%	0.1%&2.7%	-2%
- Cc1ccc(CNC(=O)c2cc(Sc3ccc(F)cc3F)nc3ccccc23)cc1
  /	-2%	-4%	-9%	-6%	/	0.2%	/
- CCC1CCCCN1CCCNC(=O)c1c(O)nc2ccccn2c1=O (stereo unspecified)
  /	6%	0%	3%	-5%	/	1.4%	/
- CSc1nncc(/C(C)=N/O)n1
  -18%	-1%	20%	3%	-3%	24%	0.0%	-1%
- O=[N+]([O-])c1ccc(O)c(-c2ccnc3cc(-c4ccccc4)nn23)c1
  /	-23%	-28%	-4%	-7%	/	-1.1%	/
- Cc1cccc(NC(=O)c2cc(S(=O)(=O)c3ccccc3)ccc2Cl)c1
  -22%	-4%	?	7%	2%	-26%[46.1 µM]	-0.8%	5%
- COCCNc1nc(NCc2cccc(Cl)c2)c2cnn(C)c2n1
  /	1%	-4%	-1%	0%	/	-4.0%	/
- Cc1ccc(C(=O)NCCN(C)C)c(C)c1
  7%	-1%	-1%	10%	-4%	9%[46.1 µM]	3.2%	12%
- Cc1cc(-c2nnc(SCc3cccnc3)o2)no1
  1%	-1%	3%	0%	0%	-12%[46.1 µM]	0.0%	0%
- COc1ccc(CNC(=O)CN2CCC(C(=O)c3ccc(OC)cc3)CC2)cc1
  -2%	-2%	7%	9%	-11%	-11%[46.1 µM]	0.3%	-6%
- CCOC(=O)C1=NN(c2ccc(Cl)cc2)C(=O)C1
  2%	-2%	?	1%	7%	9%	-0.1%	12%
- O=C(CN1C(=O)C2CC=CCC2C1=O)Nc1ccc(S(=O)(=O)Nc2ncccn2)cc1 (stereo unspecified)
  -12%	-1%	-1%	3%	-4%	17%	0.6%	15%
- CC1(C)CC(=O)C2=C(C1)NC(=O)CC2C(=O)NCc1ccc(F)cc1 (stereo unspecified)
  0%	-3%	2%	-2%	-12%	-1%[46.1 µM]	-3.4%	4%

# Reformatted: results already given.
SMILES	aGal spleen mod	TR SRC2 fluor cs	Tau fluor cs	Tau fibril FP	TRb SRC2 PPI	NPSR antag	Epigenetic reg	CBFb RUNX1 block
Cc1ccc(C)c(NC(=O)CN(C)S(=O)(=O)c2cccc3cccnc23)c1	7%	-2%&-3%	?	9%&-6%	-4%&-1%	-2%	0.1%&2.7%	-2%
Cc1ccc(CNC(=O)c2cc(Sc3ccc(F)cc3F)nc3ccccc23)cc1	/	-2%	-4%	-9%	-6%	/	0.2%	/
CCC1CCCCN1CCCNC(=O)c1c(O)nc2ccccn2c1=O (stereo unspecified)	/	6%	0%	3%	-5%	/	1.4%	/
CSc1nncc(/C(C)=N/O)n1	-18%	-1%	20%	3%	-3%	24%	0.0%	-1%
O=[N+]([O-])c1ccc(O)c(-c2ccnc3cc(-c4ccccc4)nn23)c1	/	-23%	-28%	-4%	-7%	/	-1.1%	/
Cc1cccc(NC(=O)c2cc(S(=O)(=O)c3ccccc3)ccc2Cl)c1	-22%	-4%	?	7%	2%	-26%[46.1 µM]	-0.8%	5%
COCCNc1nc(NCc2cccc(Cl)c2)c2cnn(C)c2n1	/	1%	-4%	-1%	0%	/	-4.0%	/
Cc1ccc(C(=O)NCCN(C)C)c(C)c1	7%	-1%	-1%	10%	-4%	9%[46.1 µM]	3.2%	12%
Cc1cc(-c2nnc(SCc3cccnc3)o2)no1	1%	-1%	3%	0%	0%	-12%[46.1 µM]	0.0%	0%
COc1ccc(CNC(=O)CN2CCC(C(=O)c3ccc(OC)cc3)CC2)cc1	-2%	-2%	7%	9%	-11%	-11%[46.1 µM]	0.3%	-6%
CCOC(=O)C1=NN(c2ccc(Cl)cc2)C(=O)C1	2%	-2%	?	1%	7%	9%	-0.1%	12%
O=C(CN1C(=O)C2CC=CCC2C1=O)Nc1ccc(S(=O)(=O)Nc2ncccn2)cc1 (stereo unspecified)	-12%	-1%	-1%	3%	-4%	17%	0.6%	15%

# The results go on.
# Every second line gives: aGal spleen mod	TR SRC2 fluor cs	Tau fluor cs	Tau fibril FP	TRb SRC2 PPI	NPSR antag	Epigenetic reg	CBFb RUNX1 block
- CCOc1ccc(-c2cc(CCCC(=O)NCCc3ccc(SC)cc3)no2)cc1
  /	0%	-4%	-7%	-4%	/	6.3%	/
- COc1cccc(C2CC(=O)Nc3n[nH]c(-c4ccccc4)c32)c1OC (stereo unspecified)
  6%	0%	-5%	2%	4%	-10%	1.4%	7%
- Cc1ccc(C)c(-c2nc3cc(N)ccc3o2)c1
  24%	-6%	?	8%	3%	14%[46.1 µM]	0.0%	17%
- CCOC(=O)N1CC=C2C(C#N)=C(N)C(C#N)(C#N)[C@H](c3cccs3)[C@H]2C1
  2%	5%	-11%	?	-1%	-3%[46.1 µM]	-1.1%	6%
- CCOC(=O)c1cc(-c2csc(COc3ccc(Cl)cc3)n2)on1
  1%	-7%	-3%	-7%	-6%	-5%	1.1%	10%
- O=C(C[n+]1cccc(CNC(=O)c2ccc(OC(F)F)cc2)c1)Nc1cc(C(F)(F)F)ccc1Cl
  -13%	9%	?	?	1%	8%	-1.1%	-3%
- CC(Nc1cc(N2CCN(S(=O)(=O)N(C)C)CC2)ccc1[N+](=O)[O-])c1ccccc1 (stereo unspecified)
  -3%	-1%	-29%	-4%	0%	-55%	-3.5%	-2%
- CCOc1cc(C)c(C(C)C)cc1S(=O)(=O)N1CC(C)OC(C)C1 (stereo unspecified)
  -5%	-1%	-1%	14%	-6%	-28%[46.1 µM]	1.1%	15%
- O=C(O)/C(=C\c1ccccc1Cl)c1ccc(S(=O)(=O)N2CCCCC2)s1
  10%	-4%	-2%	7%	4%	-20%[46.1 µM]	-0.9%	-10%
- Cc1ccc(C(c2nnnn2C2CCCC2)N2c3ccccc3CC2C)cc1 (stereo unspecified)
  1%	-1%	-20%	13%	2%	-45%	-1.0%	-4%
- Cc1ccccc1NC1=CC(=O)CC(C)(C)C1
  6%	-5%	-1%	12%	4%	-4%[46.1 µM]	-1.0%	-3%
- COc1ccc(/C=C/c2nnc(NC(=O)COc3ccc(C)cc3)s2)cc1
  14%	2%	-12%	0%	8%	0%	1.1%	0%
- O=c1c2oc3ccccc3c2n(Cc2ccccc2Cl)c(=O)n1Cc1ccc2c(c1)OCO2
  /	-3%	-13%	-10%	11%	/	-1.9%	/
